Assay outcomes (PubChem BioAssay)
TRb-SRC2 inh: inhibitors of human thyroid hormone receptor beta-SRC2 interaction; P10828; TRbeta-SRC2 peptide binding, fluorescence polarization; receptor liganded with 1 µM T3; Potency, µM (titrated, usually from 106 µM), without a hit: at the top dose activity change, negative = inhibition, usual class: inhibitors; 280,000 compounds, 0.065% hits;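 note: plate controls were bound peptide for no effect and peptide without receptor for full effect; nearly all actives have a fitted effect of over 50% in size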
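Polarization signal, normalized between peptide-alone and full complex controls, measured compound effects on T3-liganded human TRb LBD (0.6 uM) binding 20 nM Texas Red SRC2 peptide after 5 hr.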
TR SRC2 fluor cs: counter-screen for TRb-SRC2 inhibitors: fluorescence interference. TRb/SRC2 Texas Red total fluorescence interference. AID 1479. 280,000 compounds, 0.29% hits. Potency, µM (titrated, usually from 106 µM), for the others: at the highest dose fluorescence change, negative = quenching; active = well fitted curve in either direction with a large enough effect; inconclusive = small, poorly fitted or top-dose-only effect
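Flags fluorescent or light-absorbing compounds by total fluorescence, S + 2P, at 555 nm excitation and 632 nm emission. Mixture: 20 nM Texas Red SRC2 peptide, 0.6 uM human TRb LBD, 1 uM T3, 5% DMSO; compound exposure 5 h at ambient temperature.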
RECQ1 helicase: inhibitors of human RECQ1 DNA helicase; P46063; Potency, µM (doses to about 57.3 µM), for the others: at the top dose activity, negative = inhibition, usual class: inhibitors; RECQ1 DNA unwinding, red fluorescence kinetic read; 240,000 compounds, 0.54% hits;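 note: plate controls were vehicle for no effect and no enzyme for full effect; nearly all actives have a fitted effect of over 30% in size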
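RECQ1T1 50 nM; forked duplex (20 bp + 30-nt ss tails) 200 nM, ATP 2 mM final; pH 8.0, 2 mM MgCl2, 2.5 ug/ml poly(dI-dC); 15 min compound preincubation; discontinuous kinetic read over 2 h at RT.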
Tau ThT inhib: tau fibrillization inhibition (ThT binding); P10636; recombinant tau K18 P301L (four-repeat tau fragment), heparin-induced fibrillization, ThT fluorescence; Potency, µM (top dose mostly 57.4 µM), for inactives: at the top dose activity, negative = inhibition, actives largely listed as inhibitors; 270,000 compounds, 2.1% hits; AID 1460; note: nearly all actives have a fitted effect of over 55% in size
Target sequence (P10636 561-689 P618L limits assumed): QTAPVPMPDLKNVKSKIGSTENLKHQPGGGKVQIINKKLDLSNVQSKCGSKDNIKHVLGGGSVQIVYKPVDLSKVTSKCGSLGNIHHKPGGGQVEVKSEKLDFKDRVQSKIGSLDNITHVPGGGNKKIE
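Aggregation was driven by heparin (20 uM final) acting on recombinant tau […] bearing P301L in 100 mM sodium acetate pH 7; fibrils were detected with Thioflavin T.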
L3MBTL1 block: inhibitors of human L3MBTL1; AlphaScreen L3MBTL1–H3K9me1 peptide binding; Potency, µM (top dose mostly 57.1 µM), without a hit: top-dose activity, negative = inhibition, actives largely listed as inhibitors; 230,000 compounds, 0.66% hits; AID 485360; note: nearly all actives have a fitted effect of over 60% in size
Target sequence (Q9Y468 whole entry, looked up): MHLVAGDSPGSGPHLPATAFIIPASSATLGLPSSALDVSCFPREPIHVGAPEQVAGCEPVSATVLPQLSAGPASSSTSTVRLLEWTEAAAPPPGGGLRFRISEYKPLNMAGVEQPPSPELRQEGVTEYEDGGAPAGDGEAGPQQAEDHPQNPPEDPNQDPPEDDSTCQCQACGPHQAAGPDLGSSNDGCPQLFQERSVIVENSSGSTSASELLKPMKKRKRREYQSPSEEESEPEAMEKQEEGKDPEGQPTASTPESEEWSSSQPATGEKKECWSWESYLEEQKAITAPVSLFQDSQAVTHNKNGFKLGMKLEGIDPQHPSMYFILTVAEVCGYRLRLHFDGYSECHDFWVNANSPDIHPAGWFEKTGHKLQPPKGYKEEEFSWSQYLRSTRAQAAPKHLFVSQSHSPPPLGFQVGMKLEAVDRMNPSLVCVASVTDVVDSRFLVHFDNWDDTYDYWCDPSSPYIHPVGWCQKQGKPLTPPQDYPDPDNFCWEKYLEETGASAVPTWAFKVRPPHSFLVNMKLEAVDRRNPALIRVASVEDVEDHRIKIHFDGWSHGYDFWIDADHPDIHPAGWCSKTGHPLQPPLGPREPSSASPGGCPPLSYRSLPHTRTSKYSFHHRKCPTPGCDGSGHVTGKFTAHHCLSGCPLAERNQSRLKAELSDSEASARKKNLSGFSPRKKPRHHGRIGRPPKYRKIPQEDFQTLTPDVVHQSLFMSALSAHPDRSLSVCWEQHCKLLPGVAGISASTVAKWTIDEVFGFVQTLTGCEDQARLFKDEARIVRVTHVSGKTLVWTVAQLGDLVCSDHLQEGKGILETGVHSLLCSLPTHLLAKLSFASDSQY
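Read-out is AlphaScreen signal from streptavidin donor and nickel chelate acceptor beads (10 ug/mL final each) bridging L3MBTL1 (50 nM) and biotinylated K9-monomethylated H3(1-15) peptide (75 nM), after 30 min compound exposure at room temperature.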
Tau FP inhib: tau fibrillization inhibition (FP) | P10636 | K18 P301L tau heparin fibrillization, Alexa594 FP, 6 h | Potency, µM (series often up to 57.7 µM), without a hit: at the top dose activity, negative = inhibition, most hits filed as inhibitors | 280,000 compounds, 0.39% hits | AID 1468; note: nearly all actives have a fitted effect of over 55% in size
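Human tau K18 […] P301L fragment, 15 uM unlabeled plus 0.24 uM Alexa 594-labeled tau (final), with compound and 20 uM heparin in 100 mM sodium acetate pH 7; 6 hr at 37 C, then Alexa 594 FP read.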
GoLoco inh red: blocks human Gai1 binding to RGS12 GoLoco peptide, red readout; AID 880; Gai1:RGS12 GoLoco peptide FP, rhodamine, 10 min; P63096; Potency, µM (titrated, usually from 61.6 µM), for inactives: at the top dose activity, negative = inhibition, hits mostly inhibitors; 230,000 compounds, 0.44% hits; active = well fitted inhibition curve with a large enough effect, not every such curve was filed as active; inactive = no such curve, though single readings can be large or run the other way; note: nearly all actives have a fitted effect of over 30% in size; many of its hits are not listed in these tables
KDM4E inh: JMJD2E (human) inhibition | B2RXH2 | JMJD2E catalytic domain, FDH-coupled NADH fluorescence (FDH is formaldehyde dehydrogenase) | Potency, µM (titrated, usually from 57.1 µM), inactives show at the highest dose activity change, negative = inhibition, hits mostly inhibitors | 230,000 compounds, 1.6% hits | AID 2147; active = well fitted inhibition curve with a large enough effect, not every such curve was filed as active; inconclusive = small, poorly fitted or top-dose-only effect, or another doubt; inactive = no such curve, though single readings can be large or run the other way;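 note: 0% = wells with enzyme and -100% = buffer wells without enzyme; nearly all actives have a fitted effect of over 50% in size; many of its hits are not listed in these tables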
* marks the source's active call; other numbers are inactive results; i = inactive; ? = inconclusive; · = no result given; & = joins results of further samples; [ ] = dose if it differs, or a comment. Unless noted, calls come from the whole dose curve; as a rule, active = well fitted curve in the direction sought with a large enough effect; inconclusive = small, poorly fitted or top-dose-only effect, or another doubt; inactive = no such curve, though single readings can be large; an effect the other way counts as inactive or inconclusive. Unless noted, % is set by controls: 0 for no effect and ±100 for the full control effect; potency is the fitted concentration of half-maximal effect.

#	Structure	TRb-SRC2 inh	TR SRC2 fluor cs	RECQ1 helicase	Tau ThT inhib	L3MBTL1 block	Tau FP inhib	GoLoco inh red	KDM4E inh
1	Oc1ccc2ccccc2c1C=Nc1ccccc1-c1nc2ccccc2[nH]1	?	-19%	-18%	28µM*	·	-4%	-8%	?
2	Cc1ccc(C)c(C(=O)CSc2nnnn2-c2cccnc2)c1	5%	0%	-4%	-9%	·	-2%	2%	-4%
3	O=C(Nc1nnc(Cc2ccc([N+](=O)[O-])cc2)s1)Nc1ccccc1F	-10%[53 µM]	0%[53 µM]	i	2%	5%	-5%	12%	-9%
4	CCOc1ccc(-c2cc(NC(=O)Cn3ncc4c3-c3ccccc3OC4)on2)cc1OCC	-7%	-6%	-3%	-13%	·	?	13%	?
5	CC(=O)Nc1ccc(NC(=O)CSc2nnc3ccc(-c4ccc(F)cc4)nn23)cc1	-6%	-3%	i	0%	8%	5%	7%	0%
6	Cc1ccc2nc(Cc3ccc(N)cc3)oc2c1	-2%	-7%	i	-15%	-6%	9%	8%	-3%
7	CCC(C)NC(=O)CCSc1nc(-c2ccc(OC)cc2)cc(C(F)(F)F)n1 (centres undefined)	-7%	1%	·	-12%	·	1%	·	·
8	COCc1cc(O)c(O)c(O)c1-c1c(COC)cc(O)c(O)c1O	-2%&0%	-5%&-3%	1µM*	3.2µM*	·	6.3µM*	-17%	·
9	O=C(Cc1cccs1)Nc1cccc(C(=O)Nc2ccc(C(=O)O)cc2)c1	-3%	1%	i	6%	2%	-1%	4%	-2%
10	CO[C@H]1C[C@@H](O[C@@H]2[C@H](C)[C@H](O[C@@H]3O[C@@H](C)C[C@@H](N(C)C)[C@@H]3O)[C@H](C)C[C@]3(CO3)C(=O)[C@H](C)[C@H](O)[C@H](C)[C@H](C)OC(=O)[C@@H]2C)O[C@@H](C)[C@H]1O	0%[53 µM]	-3%[53 µM]	-2%[25.9 µM]	·	·	·	5%[21.6 µM]	-8%[25.5 µM]
11	Cc1cc(SCC(=O)N2CCCC2)nc2ccccc12	-13%	1%	-6%	-16%	2%	-3%	-2%	1%
12	CCC(C)NC(=O)C1(NC(=O)Nc2ccccc2)CCCCC1 (centres undefined)	-5%	-2%	-3%	3%	16%	4%	2%	0%
13	Cc1ccc(S(=O)(=O)N(C)CC(=O)N2CCCC2)cc1	-2%	-5%	-4%	-5%	3%	3%	0%	7%
14	CCn1c(SCC(=O)Nc2cc(S(=O)(=O)N3CCOCC3)ccc2OC)nnc1-c1ccncc1	-3%	-2%	i	1%	-2%	9%	11%	-4%
15	Cc1[nH]c2ccc(F)cc2c1CCN(Cc1ccco1)C(=S)NC(C)(C)C	-1%	-1%	1%	-6%	·	-4%	1%	3%
16	CN(C)c1ccc(C(=O)c2ccccc2C(=O)O)cc1[N+](=O)[O-]	3%	-6%	4%	-1%	-3%	5%	6%	?
17	CCOc1ccc(C(=O)NNC2CC(=O)N(Cc3ccc(Cl)cc3)C2=O)cc1OC (centres undefined)	3%	-3%	i	-9%	-14%	6%	10%	0%
18	COC(=O)c1ccc(C2NC(C(=O)O)CS2)cc1 (centres undefined)	2%	-3%	6%	-17%	·	-1%	2%	?
19	Cc1cc(C)c(Cn2c3ccccc3c3cnn(CC(=O)N4CCCCC4)c(=O)c32)c(C)c1	1%	-1%	·	-12%	·	-10%	·	·
20	COc1cc(C(=O)NCC(c2cccs2)N(C)C)cc(Cl)c1OC(C)C (centres undefined)	1%	-1%	2%	-2%	0%	-4%	9%	-2%
21	CC(O)(CS(=O)(=O)Cc1cccc(C(F)(F)F)c1)C(=O)Nc1cccc(C(F)(F)F)c1 (centres undefined)	-7%	3%	i	1%	-2%	-11%	5%	-1%
22	CC(=O)N1c2ccc(S(=O)(=O)NCC3CCC(C(=O)NCCC(C)C)CC3)cc2CC1C (centres undefined)	3%	1%	·	4%	·	2%	·	·
23	O=C(CSc1nnc2ccccn12)Nc1ncc(Cl)cc1Cl	0%	-3%	-7%	-12%	·	-6%	10%	-4%
24	Cc1cc(=O)[nH]c(SCC(=O)c2ccc3c(c2)NC(=O)CO3)n1	-4%	1%	-1%	-14%	-1%	-10%	13%	-1%
25	COC(=O)Cc1c(O)ccn(Cc2ccc(OC)c(OC)c2)c1=O	-5%	-1%	-3%	-1%	-3%	0%	20%	0%
26	CCOCCCn1c(=NC(C)=O)c(C#N)cc2c(=O)n3ccccc3nc21	-2%	-6%	i	7%	-1%	13%	4%	?
27	COc1ccc(C2=NOC(C(=O)NCc3ccc(F)cc3)C2)cc1 (centres undefined)	-9%	-5%	10%	6%	-5%	6%	-2%	5%
28	COc1ccc(NC(=O)Nc2ccc(Br)c(C)c2)cc1	0%	-4%	i	-12%	1%[11.4 µM]	12%	12%	-2%
29	COc1cc(OC)cc(C(=O)Nc2ccc(CN3CCCCC3)cc2)c1	-1%	-4%	i	1%	2%	-1%	4%	18%
30	CCOCCCNC(=S)N1CCCN(c2nc3cc(C)ccc3cc2C#N)CC1	4%	-1%	-1%	-10%	·	-4%	3%	?
31	O=C(Nc1ccc(F)c(F)c1)C1CCCN1S(=O)(=O)c1cccc2nsnc12 (centres undefined)	-5%	3%	·	-5%	·	-5%	·	·
32	COc1ccccc1NC(=O)C1=C(C)Nc2nc(SCc3ccccc3)nn2C1c1cccs1 (centres undefined)	-2%	-3%	·	3%	·	-7%	·	·
33	O=C(O)c1c(Cl)c(Cl)c(Cl)c(Cl)c1C(=O)N1CCCC1	-2%	-4%	15%	-2%	·	-4%	-4%	-1%
34	Cc1cc(C)c2cc(CN(Cc3cccnc3)C(=O)c3ccc(F)cc3)c(Cl)nc2c1	-5%	0%	-4%	-8%	-7%	4%	3%	?
35	Cc1nn(CC(=O)Nc2ccc(N(C)C)cc2)c(C)c1[N+](=O)[O-]	-4%	0%	-6%	6%	-15%	-2%	-26%	2%
36	N#CC(c1ccc(Cl)cc1)c1cccc(Cl)n1 (centres undefined)	-1%	-1%	-2%	-2%	48%[activator]	4%	-1%	4%
37	CC(=O)NC12CC3CC(C1)CC(C(=O)OCC(=O)Nc1ncc(Cl)cc1Cl)(C3)C2	-1%	0%	-27%	-9%	-24%	2%	13%	?
38	COc1cc(C(=O)N2CCC(NC(=O)C(Cc3ccc(C(C)C)cc3)NC(C)=O)CC2)cc(OC)c1OC (centres undefined)	-2%	-1%	-14%	-4%	6%	5%	-12%	6%
39	COc1ccc(OC)c(CNC(=O)c2cnc3c(C)cccn3c2=O)c1	-7%	-1%	·	5%	·	-1%	·	·
40	Cc1ccc(S(=O)(=O)CC(=O)c2ccc(C)c([N+](=O)[O-])c2)cc1	-2%	-6%	0%	-13%	-2%	11%	-2%	-2%
41	CCOc1ccc2c(c1)c1nnc(SCC3CCCO3)nc1n2C (centres undefined)	0%	-4%	i	?	4%	-1%	0%	3%
42	COc1c(Cl)cc(-c2noc(C)c2C(=O)NCCc2ccc(C)cc2)cc1Cl	2%	-5%	-5%	-14%	·	-11%	-5%	-6%
43	Cn1cccc1Cc1nnc(SCC(=O)NCc2ccccc2Cl)n1-c1ccc(F)cc1	-4%	-1%	-5%	-13%	-3%	-1%	2%	-8%
44	C/C(CCc1ccccc1)=N\NC(=O)c1ccc(CN2CCOCC2)cc1	0%	0%	i	-1%	28%	2%	8%	30%
45	CCc1ccc2nc(N(Cc3cccnc3)C(=O)c3ccc(C#N)cc3)sc2c1	1%	0%	·	-18%	·	-11%	·	·
46	Cc1cc(C)cc(N(CC(=O)NCc2ccco2)C(=O)c2snc(C(N)=O)c2N)c1	16%	-2%	-3%	4%	-9%[11.4 µM]	3%	48%[activator]	-5%
47	Cc1c(NC(=O)C(C)(C)Oc2ccc(Cl)cc2)cccc1-c1nc2ncccc2o1	7%[11.2 µM]	-14%[11.2 µM]	·	-6%	·	0%	·	·
48	O=C(CSc1cccc2cccnc12)N1CCCC1	-4%	-1%	-14%	-7%	?	0%	-5%	?
49	CSc1cccc(NC(C)C(=O)NCc2ccccc2)c1 (centres undefined)	-1%	-2%	-8%	-9%	-19%	6%	-2%	1%
50	Cc1cccc(NC(=O)CN2C(=O)COc3ccc(Cl)cc32)c1	0%	-3%	-14%	1%	·	2%	37%[activator]	4%
51	COCCN(C(=O)CSc1nnc2cc(C)c3ccccc3n12)c1c(N)n(Cc2ccccc2)c(=O)[nH]c1=O	1%	6%	-5%	4%	-2%	7%	0%	?
52	CCSc1ncc(Cl)c(C(=O)Nc2c(C(=O)Nc3ccc(Cl)cc3)oc3ccccc23)n1	2%	3%	·	-5%	·	-12%	·	·
53	Cc1c(N(C(=O)c2ccccn2)C2(C(=O)NC3CCCC3)CCCCC2)c(=O)n(-c2ccccc2)n1C	-8%	-5%	i	-5%	·	3%	9%	0%
54	CN(C)CCN(Cc1ccc(Cl)cc1)c1ccccn1	3%	2%	-12%	-12%	-6%	-3%	-5%	7%[25.5 µM]
55	O=C(N/N=C/c1cccnc1)c1ccco1	1%	-2%	i	-4%	15%	1%	1%	4%
56	CCOC(=O)c1c(C)[nH]c(N=Nc2cccc(OC)c2)c1C	-1%	-4%	-13%	5µM*	-12%	11%	14%	-4%

Gathered by group: the entries above containing a thiophene ring, fused or not (3)
#	Structure	TRb-SRC2 inh	TR SRC2 fluor cs	RECQ1 helicase	Tau ThT inhib	L3MBTL1 block	Tau FP inhib	GoLoco inh red	KDM4E inh
9	O=C(Cc1cccs1)Nc1cccc(C(=O)Nc2ccc(C(=O)O)cc2)c1	-3%	1%	i	6%	2%	-1%	4%	-2%
20	COc1cc(C(=O)NCC(c2cccs2)N(C)C)cc(Cl)c1OC(C)C (centres undefined)	1%	-1%	2%	-2%	0%	-4%	9%	-2%
32	COc1ccccc1NC(=O)C1=C(C)Nc2nc(SCc3ccccc3)nn2C1c1cccs1 (centres undefined)	-2%	-3%	·	3%	·	-7%	·	·

Only part of the results is shown; the hit share may differ from the screen's.
